NPY-Y1 antag = NPY-Y1 (human) receptor antagonism | P25929 | HEK293-CNG Y1 cells, membrane potential fluorescence; NPY at EC95, then isoproterenol | inhibition, % at 3.6 µM | 200,000 compounds, 1% hits;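 active = inhibition above the campaign mean inhibition of all tested compounds plus 3 SD, cut at about 20% in these data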;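 also: 0% = DMSO wells given NPY plus isoproterenol and 100% = isoproterenol alone without NPY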
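Material: HEK293 Y1/CNG channel cell line | Also added: NPY (25 nM), isoproterenol (1 µM), Ro 20-1724 (25 µM) | Compound: One concentration, 3.6 µM, in 0.4% DMSO | Schedule: 3 h dye uptake, 1 h room-temperature compound, 45 min post-isoproterenol | Signal: Membrane-potential fluorescent dye readout | Read-out: % inhibition of NPY effect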
NPY1 pot ag = potentiates or activates human NPY-Y1 receptor | NPY-Y1 expressing cells, potentiator/agonist activation | P25929 | 220,000 compounds, 0.37% hits | activation, % at 3.6 µM | AID 1304; in the data active = activation above about 33%, passing the limit was not always enough;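 also: cells stimulated with NPY at EC10 then isoproterenol at EC100; 0% = low agonist plus stimulus and 100% = saturating agonist plus stimulus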
EP2 modulator = EP2 receptor (human) modulation | P43116 | 260,000 compounds, 0.83% hits | AID 940 | EP2-expressing cells, cAMP HTRF FRET, PGE2 co-stimulation | induction, % at 25 µM;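 active = compounds whose cAMP rise, as percent of the full-agonist control response, exceeds 60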;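 also: rat C6 glioma line stably carrying human EP2 under a CMV promoter; the protocol text gives 20 µM as final concentration; 100% = response of wells given 1 µM PGE2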
p97 inhibitor = inhibitors of human p97 ATPase | inhibition, % at 8 µM | 220,000 compounds, 0.42% hits | P55072 | recombinant p97 ATPase, Kinase-Glo ATP luminescence, 3 h; in the data active = inhibition above about 15%;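 also: 0% = DMSO vehicle and 100% = wells lacking enzyme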
Target sequence (P55072 whole entry, looked up): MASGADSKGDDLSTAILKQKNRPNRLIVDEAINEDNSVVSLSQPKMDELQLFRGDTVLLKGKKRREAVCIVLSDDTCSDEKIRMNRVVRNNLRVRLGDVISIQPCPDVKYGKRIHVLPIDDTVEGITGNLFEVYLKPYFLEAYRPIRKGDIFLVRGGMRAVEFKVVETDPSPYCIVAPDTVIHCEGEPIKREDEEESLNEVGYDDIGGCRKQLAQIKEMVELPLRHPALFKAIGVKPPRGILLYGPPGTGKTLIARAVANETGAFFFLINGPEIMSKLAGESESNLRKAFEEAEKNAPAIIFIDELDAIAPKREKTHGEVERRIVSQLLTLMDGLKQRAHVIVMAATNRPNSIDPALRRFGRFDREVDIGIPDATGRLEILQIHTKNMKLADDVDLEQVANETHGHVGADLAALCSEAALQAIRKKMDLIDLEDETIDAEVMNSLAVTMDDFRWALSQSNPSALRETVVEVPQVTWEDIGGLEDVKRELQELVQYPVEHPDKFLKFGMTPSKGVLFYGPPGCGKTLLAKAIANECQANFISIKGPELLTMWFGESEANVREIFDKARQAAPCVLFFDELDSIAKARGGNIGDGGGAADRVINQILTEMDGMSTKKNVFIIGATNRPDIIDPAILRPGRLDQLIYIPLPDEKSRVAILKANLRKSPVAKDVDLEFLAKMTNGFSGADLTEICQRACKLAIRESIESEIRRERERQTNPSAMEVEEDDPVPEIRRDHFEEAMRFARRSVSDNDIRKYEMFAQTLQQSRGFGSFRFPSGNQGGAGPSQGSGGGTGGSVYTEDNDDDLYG
PGE2 EP2 inh = inhibitors of human EP2 prostaglandin E2 receptor; P43116; C6 glioma cells expressing human EP2, cAMP TR-FRET; cells stimulated with saturating PGE2; inhibition, % at 25 µM; 260,000 compounds, 0.52% hits; AID 1422;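 active = percent inhibition above 40 after rounding to a whole number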;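 also: rat C6 glioma host cells with rolipram phosphodiesterase inhibitor present; the protocol text gives 20 µM as final concentration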
S1P4 antagonist = human S1P4 receptor antagonism; S1P4-expressing cells, antagonist mode, reporter read-out; inhibition, % at 4.98 µM; 220,000 compounds, 0.26% hits; AID 1510; in the data active = inhibition above about 29%;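 also: 0% = wells stimulated with agonist and 100% = vehicle wells without agonist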
NPY-Y2 PAM-ag = potentiators or agonists of human neuropeptide Y receptor Y2. 220,000 compounds, 0.45% hits. cells expressing NPY-Y2, potentiator/agonist read-out. activation, % at 3.6 µM; in the data active = activation above about 27%;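 also: cells stimulated with NPY near EC25 plus isoproterenol at EC100; 0% = vehicle plus submaximal agonist and 100% = vehicle plus saturating agonist; some results beyond the cut were filed as inactive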
eIF4E-4G inh = blocks eIF4E binding to eIF4G; 220,000 compounds, 0.37% hits; P63073+Q04637; TR-FRET eIF4E-eIF4GI(517-606) binding, 2 h; inhibition, % at 21.7 µM;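 active = inhibition above about 30%, limit read from the data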;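 also: 0% = full FRET control wells and 100% = background wells lacking eIF4GI fragment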
S1P4 ag = agonists of human S1P4 receptor; O95977; 220,000 compounds, 0.35% hits; AID 1509; activation, % at 4.98 µM; S1P4-expressing cell line, agonist reporter assay; in the data active = activation above about 11%;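 also: 0% = DMSO vehicle and 100% = reference agonist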
* = called active by the depositor; & = joins results of further samples; [ ] = another dose, or the depositor's remark.

CC1=C(C(=O)OCc2ccc3c(c2)OCO3)C(c2ccc(F)cc2)NC(=O)N1 (configuration not stated) was read as NPY-Y1 antag 8, NPY1 pot ag -1, EP2 modulator 18, p97 inhibitor 1, PGE2 EP2 inh 4, S1P4 antagonist 10, NPY-Y2 PAM-ag 0, eIF4E-4G inh 3 and S1P4 ag 4.7.
O=C(c1ccccc1)N(Cc1ccc(F)cc1)C1CCS(=O)(=O)C1 (configuration not stated) was read as NPY-Y1 antag 1, NPY1 pot ag 13, EP2 modulator 19, p97 inhibitor 5, PGE2 EP2 inh 12, S1P4 antagonist 1, NPY-Y2 PAM-ag -4, eIF4E-4G inh -2 and S1P4 ag 0.8.
`COc1ccc(C(=O)CC2OC(=O)c3c2ccc(OC)c3OC)cc1` (configuration not stated) gave NPY-Y1 antag 2, NPY1 pot ag 17, EP2 modulator 13, p97 inhibitor 7, PGE2 EP2 inh 14, S1P4 antagonist -14, NPY-Y2 PAM-ag 1, eIF4E-4G inh 0 and S1P4 ag 1.2.
C=CCN(c1ccccc1)S(=O)(=O)c1cccc(C(=O)OCC(=O)NC2CC2)c1 was read as NPY-Y1 antag -1, NPY1 pot ag 0, EP2 modulator -3, p97 inhibitor -1, PGE2 EP2 inh 1, S1P4 antagonist 9, NPY-Y2 PAM-ag -3, eIF4E-4G inh 3 and S1P4 ag 1.6.
Screening CCSc1nnc(NC(=O)CSc2nc(CC)nc3c2c(=O)n(C)c(=O)n3C)s1 returned NPY-Y1 antag 5, NPY1 pot ag -14, EP2 modulator 16, p97 inhibitor -4, PGE2 EP2 inh 12, S1P4 antagonist -14, NPY-Y2 PAM-ag 10, eIF4E-4G inh -1 and S1P4 ag 0.1.
Screening COCCNS(=O)(=O)c1cc(OC)ccc1OC returned NPY-Y1 antag -1, NPY1 pot ag -5, EP2 modulator 9, p97 inhibitor 3, PGE2 EP2 inh 6, S1P4 antagonist -11, NPY-Y2 PAM-ag 12, eIF4E-4G inh 2 and S1P4 ag -0.8.
COC(=O)c1sccc1-c1ccc(/C=N/OC(=O)c2ccccc2)o1 was read as NPY-Y1 antag 4, NPY1 pot ag 6, EP2 modulator -14, p97 inhibitor -5, PGE2 EP2 inh 31, S1P4 antagonist 6, NPY-Y2 PAM-ag -12, eIF4E-4G inh 5 and S1P4 ag -1.3.
`Cc1ccccc1OCCCc1c(C)n[nH]c1C` gave NPY-Y1 antag -4, NPY1 pot ag 15, EP2 modulator -13, p97 inhibitor 1, PGE2 EP2 inh 7, S1P4 antagonist -5, NPY-Y2 PAM-ag 12, eIF4E-4G inh 1 and S1P4 ag 1.9.
For COc1ccccc1N(C)S(=O)(=O)c1ccc(C(=O)Nc2nc(C)cs2)cc1 the results were NPY-Y1 antag 0, NPY1 pot ag 4, EP2 modulator -70, p97 inhibitor 1, PGE2 EP2 inh 5, S1P4 antagonist -5, NPY-Y2 PAM-ag 19, eIF4E-4G inh -1 and S1P4 ag 1.2.
For C=CCN1CCN(C(c2ccc(OC)c(OC)c2)c2nnnn2C(C)(C)C)CC1 (configuration not stated) the results were NPY-Y1 antag -2, NPY1 pot ag 29, EP2 modulator 10, p97 inhibitor 7, PGE2 EP2 inh 12, S1P4 antagonist -12, NPY-Y2 PAM-ag 16, eIF4E-4G inh 1[fluorescence artefact?] and S1P4 ag 0.9.
CCC(Sc1nc(=O)cc(N)n1CCc1ccccc1)C(=O)Nc1cc(C)on1 (configuration not stated) was read as NPY-Y1 antag -4, NPY1 pot ag -5, EP2 modulator 21, p97 inhibitor 3, PGE2 EP2 inh 9, S1P4 antagonist 2, NPY-Y2 PAM-ag -1, eIF4E-4G inh 1 and S1P4 ag -0.3.
`COc1cc(OC)c(C2CC(=O)N3CN(C)CSC3=C2C#N)cc1OC` (configuration not stated) gave NPY-Y1 antag 1, NPY1 pot ag 2, EP2 modulator 7, p97 inhibitor 7, PGE2 EP2 inh 4, S1P4 antagonist 3, NPY-Y2 PAM-ag -3, eIF4E-4G inh -7 and S1P4 ag -1.4.
For O=C(c1cc(S(=O)(=O)N2CCOCC2)ccc1Cl)N1CCN(c2ccccn2)CC1 the results were NPY-Y1 antag 4, NPY1 pot ag -29, EP2 modulator -9, p97 inhibitor -4, PGE2 EP2 inh 3, S1P4 antagonist -22, NPY-Y2 PAM-ag -16, eIF4E-4G inh 3 and S1P4 ag -2.0.
`COC(=O)CN(c1c(C)cccc1C)S(C)(=O)=O` gave NPY-Y1 antag 2, NPY1 pot ag -11, EP2 modulator 28, p97 inhibitor 3, PGE2 EP2 inh 3, S1P4 antagonist 4, NPY-Y2 PAM-ag -7, eIF4E-4G inh 4 and S1P4 ag -0.3.
For C=CCN(C(=O)Cn1nnc2ccccc21)C(C(=O)NCCOC)c1ccc(OC)cc1OC (configuration not stated) the results were NPY-Y1 antag 6, NPY1 pot ag -4, EP2 modulator -1, p97 inhibitor 1, PGE2 EP2 inh 17, S1P4 antagonist -10, NPY-Y2 PAM-ag 7, eIF4E-4G inh 1 and S1P4 ag 0.9.
C=CCOc1c2ccc(C(=O)NCc3ccc(C)cc3)cc2nn1C was read as NPY-Y1 antag 1, NPY1 pot ag -8, EP2 modulator 19, p97 inhibitor -4, PGE2 EP2 inh 9, S1P4 antagonist 8, NPY-Y2 PAM-ag -15, eIF4E-4G inh -5[fluorescence artefact?] and S1P4 ag -3.2.
Screening CCOC(=O)c1ccc(-c2ccc(CO)o2)cc1 returned NPY-Y1 antag 0, NPY1 pot ag 13, EP2 modulator 32, p97 inhibitor 0, PGE2 EP2 inh 12, S1P4 antagonist -6, NPY-Y2 PAM-ag 6, eIF4E-4G inh -11 and S1P4 ag 4.0.
For CN(C)C(=S)SCC(=O)Nc1cccc(C(F)(F)F)c1 the results were NPY-Y1 antag -1, NPY1 pot ag -5, EP2 modulator 3, p97 inhibitor 3, PGE2 EP2 inh 6, S1P4 antagonist -7, NPY-Y2 PAM-ag -17, eIF4E-4G inh -2 and S1P4 ag 0.2.
Screening CCc1ccccc1NC(=S)NC1CC2CCC(C1)N2Cc1ccco1 (configuration not stated) returned NPY-Y1 antag -4, NPY1 pot ag -5, EP2 modulator -10, p97 inhibitor 1, PGE2 EP2 inh 7, S1P4 antagonist -11, NPY-Y2 PAM-ag -8, eIF4E-4G inh 1[fluorescence artefact?] and S1P4 ag -0.1.
`Cn1c(NC2CCCCC2)c(N=O)c(=O)n(C)c1=O` gave NPY-Y1 antag -4, NPY1 pot ag 3, EP2 modulator -26&-24, p97 inhibitor 2, PGE2 EP2 inh 14&6, S1P4 antagonist -15, NPY-Y2 PAM-ag 5, eIF4E-4G inh 0 and S1P4 ag 1.3.
Screening COc1ccc(/C=C2\NC(=S)N(CC3CCCO3)C2=O)c(OC)c1C (configuration not stated) returned NPY-Y1 antag 3, NPY1 pot ag -9, EP2 modulator -40, p97 inhibitor -4, PGE2 EP2 inh 11, S1P4 antagonist -15, NPY-Y2 PAM-ag -19, eIF4E-4G inh 3[fluorescence artefact?] and S1P4 ag 1.2.
For CC(=O)C1=C(c2ccc(Br)cc2)C(=O)c2ccccc2C1=O the results were NPY-Y1 antag 2, NPY1 pot ag -41, EP2 modulator -88, p97 inhibitor 5, PGE2 EP2 inh 7, S1P4 antagonist -4, NPY-Y2 PAM-ag -5, eIF4E-4G inh 4 and S1P4 ag 2.1.
COC(=O)c1cc(Br)c(=O)n(-c2ccc(OC)cc2)c1 was read as NPY-Y1 antag 4, NPY1 pot ag 6, EP2 modulator 5, p97 inhibitor 2, PGE2 EP2 inh 17, S1P4 antagonist -17, NPY-Y2 PAM-ag 3, eIF4E-4G inh 8[fluorescence artefact?] and S1P4 ag -0.5.
`CN(C)C(=O)CSc1nnc(NC(=O)CCc2ccccc2)s1` gave NPY1 pot ag 5, EP2 modulator -6, p97 inhibitor 3, PGE2 EP2 inh 2, S1P4 antagonist -6, NPY-Y2 PAM-ag 4, eIF4E-4G inh 2 and S1P4 ag -1.8.
For COc1ccc(NC(=O)CCC(=O)Nc2nnc(C(F)(F)F)s2)c(OC)c1 the results were NPY-Y1 antag 8, NPY1 pot ag 7, EP2 modulator -5, p97 inhibitor 5, PGE2 EP2 inh 3, S1P4 antagonist 18, NPY-Y2 PAM-ag -4, eIF4E-4G inh 6 and S1P4 ag -0.1.
`Cn1cccc1/C=N/NC(=O)c1ccncc1` gave NPY1 pot ag -7, EP2 modulator -20, p97 inhibitor -6, PGE2 EP2 inh 10, S1P4 antagonist -4, NPY-Y2 PAM-ag -8, eIF4E-4G inh 1 and S1P4 ag 0.6.
For Cc1ccsc1/C=N/NC(=O)Cc1cc(=O)[nH][nH]1 the results were NPY1 pot ag 20, EP2 modulator 3, p97 inhibitor 9, PGE2 EP2 inh 11, S1P4 antagonist -10, NPY-Y2 PAM-ag 8, eIF4E-4G inh -6 and S1P4 ag 0.7.
Screening NS(=O)(=O)c1ccc(CNC(=O)/C=C/c2cccc([N+](=O)[O-])c2)cc1 returned NPY1 pot ag 14, EP2 modulator -30, p97 inhibitor 6, PGE2 EP2 inh 10, S1P4 antagonist -4, NPY-Y2 PAM-ag -6, eIF4E-4G inh 5 and S1P4 ag 0.5.
`O=C(NCCNC1CCC(c2ccccc2)CC1)c1cccs1` (configuration not stated) gave NPY-Y1 antag 4, NPY1 pot ag -6, EP2 modulator -24, p97 inhibitor 6, PGE2 EP2 inh 6, S1P4 antagonist -10, NPY-Y2 PAM-ag -15, eIF4E-4G inh -1 and S1P4 ag -0.1.
COc1ccc(CC(=O)OC(C)CN2CCCCC2)cc1 (configuration not stated) was read as NPY-Y1 antag 5, NPY1 pot ag 0, EP2 modulator 20, p97 inhibitor 0, PGE2 EP2 inh 6, S1P4 antagonist -15, NPY-Y2 PAM-ag -10, eIF4E-4G inh -3 and S1P4 ag 1.6.
COc1ccc(S(=O)(=O)NCCN2CCOCC2)c2ccccc12 was read as NPY-Y1 antag 1, NPY1 pot ag -29, EP2 modulator 5, p97 inhibitor 1, PGE2 EP2 inh 2, S1P4 antagonist -29, NPY-Y2 PAM-ag 5, eIF4E-4G inh 4 and S1P4 ag -0.7.
`Oc1cccc(C2c3[nH]c4ccccc4c3CCN2Cc2ccoc2)c1` (configuration not stated) gave NPY-Y1 antag 2, NPY1 pot ag -2, EP2 modulator 27, p97 inhibitor 2, PGE2 EP2 inh 6, S1P4 antagonist -6, NPY-Y2 PAM-ag 6, eIF4E-4G inh -3 and S1P4 ag -0.2.

Among those listed so far, these have an NH in an aromatic ring.
`Cc1ccccc1OCCCc1c(C)n[nH]c1C` gave NPY-Y1 antag -4, NPY1 pot ag 15, EP2 modulator -13, p97 inhibitor 1, PGE2 EP2 inh 7, S1P4 antagonist -5, NPY-Y2 PAM-ag 12, eIF4E-4G inh 1 and S1P4 ag 1.9.
For Cc1ccsc1/C=N/NC(=O)Cc1cc(=O)[nH][nH]1 the results were NPY1 pot ag 20, EP2 modulator 3, p97 inhibitor 9, PGE2 EP2 inh 11, S1P4 antagonist -10, NPY-Y2 PAM-ag 8, eIF4E-4G inh -6 and S1P4 ag 0.7.
`Oc1cccc(C2c3[nH]c4ccccc4c3CCN2Cc2ccoc2)c1` (configuration not stated) gave NPY-Y1 antag 2, NPY1 pot ag -2, EP2 modulator 27, p97 inhibitor 2, PGE2 EP2 inh 6, S1P4 antagonist -6, NPY-Y2 PAM-ag 6, eIF4E-4G inh -3 and S1P4 ag -0.2.

Bioassay records as filed in PubChem BioAssay.

A portion of the library; count on the stated rates, not on these rows.
